Pf growth 96h: P. falciparum growth inhibition at 96 hour, primary screen for plastid delayed-death inhibitors; P. falciparum luciferase reporter growth, 96 h; Potency, µM (top dose mostly 28.7 µM), for the others: at the top dose activity change, negative = inhibition, usual class: inhibitors; hit rate 6.9% among 320,000; note: potency is the fitted concentration of half-maximal effect; % is set by controls: 0 for no effect and ±100 for the full control effect
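Cell-based qHTS: luciferase-tagged P. falciparum in erythrocytes (2% hematocrit, 0.05% parasitemia final) incubated with compounds for 96 hours, 37 C, 5% CO2; luciferase detection reagent then added and luminescence measured.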
Shiga toxin inh: Shiga toxin inhibition. Vero cells, Shiga toxin protein synthesis inhibition reporter. hit rate 9.2% among 290,000. inhibition, % at 38.7 µM; in the data active = inhibition mostly above about 28%, no sharp cut-off; inactive = mostly below about 43%; note: 0% is about no effect
FBPA Giardia inh: blocks Giardia fructose-bisphosphate aldolase activity; purified Giardia FBPA; Potency, µM (top dose mostly 59.6 µM), for inactives: top-dose activity, negative = inhibition, actives largely listed as inhibitors; hit rate 0.71% among 290,000; note: potency is the fitted concentration of half-maximal effect; % is set by controls: 0 for no effect and ±100 for the full control effect; nearly all actives have a fitted effect of over 55% in size
Target sequence (A8B2U2 whole entry, looked up): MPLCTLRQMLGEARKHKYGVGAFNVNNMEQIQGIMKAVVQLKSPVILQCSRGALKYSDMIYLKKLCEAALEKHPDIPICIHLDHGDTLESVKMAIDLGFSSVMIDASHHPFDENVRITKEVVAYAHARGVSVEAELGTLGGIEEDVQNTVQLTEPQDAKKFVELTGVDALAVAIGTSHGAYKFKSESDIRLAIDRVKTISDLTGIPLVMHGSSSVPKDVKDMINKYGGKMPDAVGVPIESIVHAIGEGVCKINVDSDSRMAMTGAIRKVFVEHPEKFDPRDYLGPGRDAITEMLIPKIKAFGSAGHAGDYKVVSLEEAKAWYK
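40 nM FBPA preincubated 10 min at RT with compound (up to 57.5 uM final), then substrate plus GAPDH/TPI/NAD/arsenate coupling and diaphorase/resazurin added. Fluorescence read after 20 min at RT, 525/598 nm.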
CHX counter: affects cycloheximide protein synthesis inhibition readout, counter-screen; cell reporter, cycloheximide protein synthesis inhibition counterscreen; hit rate 12% among 300,000; max response, %; AID 2314; in the data active = max response mostly above about 13%, no sharp cut-off; inactive = mostly below about 14%; note: read at 38.3 µM for the half of the compounds with a filed dose; 0% is about no effect
Pf growth 48h: inhibits P. falciparum growth in the first generation, 48 h; P. falciparum luciferase growth in erythrocytes, 48 h; hit rate 5.9% among 310,000; Potency, µM (top dose mostly 28.7 µM), without a hit: top-dose activity change, negative = inhibition, hits mostly inhibitors; AID 504832; note: potency is the fitted concentration of half-maximal effect; % is set by controls: 0 for no effect and ±100 for the full control effect
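Read-out is firefly luciferase luminescence from an integrated reporter in P. falciparum, so falling signal marks reduced parasite growth. Infected erythrocytes were at 2% hematocrit and 0.1% parasitemia (final) in Albumax-supplemented RPMI 1640.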
HCV inh: blocks hepatitis C virus; Potency, µM (highest dose often 41.8 µM), without a hit: top-dose activity change, negative = inhibition, usual class: inhibitors; Huh7.5.1 HCVcc-Cre infection, luciferase reporter, 44 h; hit rate 3.4% among 340,000; note: potency is the fitted concentration of half-maximal effect; % is set by controls: 0 for no effect and ±100 for the full control effect
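Infectious HCVcc-Cre (~0.5 moi) was added to cells just after compound, with cells seeded 4 h earlier at 1,000 per well. Luciferase activity after 44 h culture reported infection; substrate was incubated 15 min at room temperature before reading.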
Numbers without * were called inactive; i = inactive; ? = inconclusive; nt = no result given; & = joins results of further samples; [ ] = dose if it differs, or a comment. Unless noted, calls come from the whole dose curve; as a rule, active = well fitted curve in the direction sought with a large enough effect; inconclusive = small, poorly fitted or top-dose-only effect, or another doubt; inactive = no such curve, though single readings can be large; an effect the other way counts as inactive or inconclusive.

SMILES	Pf growth 96h	Shiga toxin inh	FBPA Giardia inh	CHX counter	Pf growth 48h	HCV inh
COc1cc(C(=O)OC(C)C(=O)NCC2CCCCC2)cc(NC(=O)c2ccco2)c1OC (stereo unspecified)	?	-2	-1%	-2	?	-7%
N#CCCN(C1CCCCC1)S(=O)(=O)CCOc1ccccc1	nt	-6	0%	-8	?	?
Cc1cc(C(=O)COC(=O)c2ccc(O)cc2O)c(C)n1-c1ccccc1	290%[activator]	nt	nt	nt	124%[activator]	?
CCCCn1c(N)c(N(C)C(=O)c2cc3c(s2)CCCCC3)c(=O)[nH]c1=O	-27%	nt	nt	nt	?	16%
Cc1ccc(-c2nc(CSCC(=O)NC3CCN(Cc4ccccc4)CC3)c(C)o2)cc1	-10%	2	14%	-6	?	13µM*
CC(C)c1ccc(NC(=O)CCNC(=O)N2C[C@H]3C[C@@H](C2)c2cccc(=O)n2C3)cc1	23%	-1	-7%	-2	-21%	1%
CCn1ncc(CN2CCCC(C(=O)Nc3cccc(-c4cc5ccccc5[nH]4)c3)C2)c1C (stereo unspecified)	-9%	-10	-2%	-1	4.1µM*	?
CC(C)CN1C(=O)C(=O)N(CC(=O)N2CCN(c3ccccc3)CC2)C1=O	7%	nt	nt	nt	-8%	5%
Cc1c(C(=O)NC2CCCc3ccccc32)cccc1[N+](=O)[O-] (stereo unspecified)	7%	12	5%	10	1%	-4%
COc1ccccc1N1CCN(C2CCCN(C(=O)CCC(C)=O)C2)CC1 (stereo unspecified)	-16%	-3	2%	-1	-5%	22%
CCCN1C(=O)C(NS(=O)(=O)c2ccc(N)cc2)(C(F)(F)F)C(C(=O)OC)=C1C (stereo unspecified)	-14%	-16	4%	-2	1%	-8%
O=C(NCc1cccnc1)C(=O)c1c[nH]c2ccccc12	9%	-3	-3%	-3	10%	-8%
O=C(CNC(=O)c1ccc2c(c1)OCO2)N/N=C/c1cc(Br)ccc1O	30%[activator]	-19	7%	-1	12%	?
Nc1nnc(SCC(=O)Nc2cccnc2Cl)s1	41%[activator]	nt	nt	nt	20%	-5%
Cn1c(=O)c2c(nc(SCC(=O)N3CCCCCC3)n2C)n(C)c1=O	0%	3	6%	-4	4%	16%
O=C(NCCc1ccccc1)c1cc2sccc2n1Cc1ccccc1	?	19	nt	15	?	-19%
O=C(Nc1ccccc1-c1ccccc1)C1CCC1	75%[activator]	53	5%	26*	22%[1.15 µM]	2%
CCc1ccc(C(=O)COC(=O)c2cnccn2)cc1	nt	-20	2%	13	20%	?
O=C(O)C1C2C=CC(C2)C1C(=O)NCc1cccnc1 (stereo unspecified)	-1%	21	-6%	-4	-6%	-23%
Nc1cccc2c1C(=O)N(C(=O)/C=C/c1cccc(Br)c1)C2=O	30%	43*	7%	40*	16%	?
Cc1sc(NC(=O)c2ccco2)c(CN2CCN(c3ccc(F)cc3)CC2)c1C	3%	1	-6%	1	nt	?
COc1cc2c(cc1OC)[C@H](C)N(C(=O)COc1ccccc1)CC2	?	17	1%	-1	?	-9%
COc1ccc(C(=O)n2cc(C(C)=O)c3ccccc32)cc1	14%	-4	0%	-5	2%[0.00184 µM]	3%
Cn1c(SCCC#N)nnc1-c1ccccc1F	-24%	-5	10%	2	248%[activator]	8%
O=C(NCCOc1ccccc1)c1ncn[nH]1	nt	-6	-14%	-2	1%	17%
Cc1ccc(-c2nsc3c(N4CCC(C(N)=O)CC4)ncnc23)cc1	?	52*	7%	33*	149%[activator]	16%
COc1ccc(NC(=O)C2=CC(c3ccco3)=NS(=O)(=O)N2C)cc1OC	-3%	-3	-1%	-1	4%	1%
Cc1cc(C)c2c(N)c(C(=O)Nc3ccc([N+](=O)[O-])cc3)sc2n1	42%[activator]	42*	-3%	20*	111%[activator]	24%
Cc1c(N=Cc2c(O)n(C)c(=O)c3ccccc23)c(=O)n(-c2ccccc2)n1C	78%[activator]	-16	-12%	-2	21%	15%
CCn1c(C)c(C)c2cc(C(=O)NCCCN3CCCCC3)ccc21	?	-11	-3%	-8	-3%	?
CCN1C(=O)/C(=C\c2ccncc2)SC1=S	39%[activator]	-5	1%	1	0%	7%
Cc1ccc(CNC(=O)C(Cc2ccccc2)n2cccc2)cc1 (stereo unspecified)	?	41	0%	-3	?	21%
N#CC12CCCCC1CC1CCCCC1(C#N)N2CCO (stereo unspecified)	63%[activator][5.75 µM]	7	?	-3	6%	9%
Cc1cc(C)c(NC(=O)c2cccc(NC(=O)c3ccco3)c2)c(C)c1	?	-11	4%	-1	?	-21%
CCN(C(=O)CSc1nc2ccccc2n1C)C1CCS(=O)(=O)C1 (stereo unspecified)	-2%	nt	nt	nt	9%	15%
Cc1ccccc1N(C(=O)Cc1cccs1)C(C(=O)NC1CCCCC1)c1cn(C)nc1C (stereo unspecified)	?	-8	3%	-2	?	1%
O=C(CC1CCCCC1)NCc1ccc(Cl)cc1	?	nt	15%	27*	48%[activator]	18%
CCOC(=O)c1c2ccccc2[n+]([O-])n1[C@@H](C)C(N)=O	54%[activator]	nt	nt	nt	-22%	12%
COc1ccc(/C=C2\SC(=S)N(CC(=O)NNC(=O)c3ccncc3)C2=O)cc1	16%	30	6%	6	15%	7%
Cc1cccc2nc(CSc3nc4ccccc4[nH]3)cn12	18%	24	-4%	13	15%	17%
CCOc1ccc2nc(/N=C/c3nc(-c4ccccc4)oc3O)sc2c1	?	-2	4%	-1	16%	12%
CCOc1ccc(S(=O)(=O)N2CCN(C(=O)c3ccco3)CC2)cc1	-16%	-4	10%	-2	7%	2%
CC(=O)Nc1ccc(NC(=O)CCn2c(=S)oc3ccccc32)cc1	17%	3	-2%	-2	21%	6%
Cc1ccccc1CO/N=C/c1[nH]ncc1Br	-10%	9	10%	1	57%[activator]	-2%
Cc1cc(C)c(NC(=O)CSc2nc3ccccc3c(=O)n2CCCN2CCOCC2)c(C)c1	?	nt	nt	nt	?	2%

Fetched one by one from the list above (six):
SMILES	Pf growth 96h	Shiga toxin inh	FBPA Giardia inh	CHX counter	Pf growth 48h	HCV inh
O=C(CC1CCCCC1)NCc1ccc(Cl)cc1	?	nt	15%	27*	48%[activator]	18%
CCOc1ccc2nc(/N=C/c3nc(-c4ccccc4)oc3O)sc2c1	?	-2	4%	-1	16%	12%
Cc1ccccc1N(C(=O)Cc1cccs1)C(C(=O)NC1CCCCC1)c1cn(C)nc1C (stereo unspecified)	?	-8	3%	-2	?	1%
COc1ccc(/C=C2\SC(=S)N(CC(=O)NNC(=O)c3ccncc3)C2=O)cc1	16%	30	6%	6	15%	7%
CCN(C(=O)CSc1nc2ccccc2n1C)C1CCS(=O)(=O)C1 (stereo unspecified)	-2%	nt	nt	nt	9%	15%
CC(=O)Nc1ccc(NC(=O)CCn2c(=S)oc3ccccc32)cc1	17%	3	-2%	-2	21%	6%

Going on with the list.
SMILES	Pf growth 96h	Shiga toxin inh	FBPA Giardia inh	CHX counter	Pf growth 48h	HCV inh
CCC(=O)N1CCc2cc(Br)cc(S(=O)(=O)N3CCN(C(=O)c4ccco4)CC3)c21	58%[activator]	-3	18%	-1	?	2%&-9%
CC(C)[C@H](NC(=O)c1ccccc1)C(=O)NCCc1ccccc1	8%	11	-3%	1	16%	-27%
COc1ccc(N2CC(C(=O)N[C@@H](C)C(=O)N3CCCCC3)CC2=O)cc1 (stereo partly specified)	?	-4	nt	-1	-10%	15%
Cc1cc(Cl)ccc1OCCCC(=O)NCCCn1ccnc1	16%	-4	13%	-4	0%	8%
CCNC(=S)N/N=C/c1cccc(OCc2c(F)cccc2Cl)c1	?	33	-19%	18	?	?
Cc1ccc(OCC(=O)Nc2nc(C)c(Cl)cc2Cl)c([N+](=O)[O-])n1	-27%	nt	nt	nt	-21%	0%
O=C(O)CCCC(=O)Nc1cccc(C(F)(F)F)c1	nt	-11	9%	-3	11%	5%
COc1cccc(-c2cc(C(=O)Nc3cc(OC)c(OC)c(OC)c3)no2)c1	?	-10	-2%	-1	-21%	?
O=C(CSc1cccc[n+]1[O-])N1CCc2ccccc21	50%[activator]	20	3%	9	54%[activator]	6%
Cc1nc(C)c(C(=O)Nc2nc3c(C)cccc3s2)o1	35%[activator]	36	-22%	12	26%	-12%
CCC(=O)c1ccc(OCC(=O)N(CC)CC(=O)Nc2ccccc2OC)cc1	?	nt	nt	nt	?	10%
O=C(O)c1ccc(NCc2ccc3c(c2)OCO3)cc1	?	4	16%	12	nt	5%
Cc1ccc(NS(=O)(=O)c2cc(C(=O)N3CCc4ccccc4C3)ccc2Cl)cc1	-21%	-8	5%	2	2%	?
CCN(CC)S(=O)(=O)c1cc(C(=O)NC2CCCCC2)ccc1C	-23%	104*	-2%	42*	34%[activator]	?
Clc1ccc(-n2ncc3c(NCc4cccnc4)ncnc32)cc1Cl	76%[activator]	27	4%	34*	103%[activator]	?
COc1ccc(-c2nc(CN3CCCCC3CCc3ccccn3)c(C)o2)cc1 (stereo unspecified)	?	31	0%	-3	?	-7%
CCOC(=O)N1CCN(C(=O)CSCC(=O)N=c2sc3ccccc3n2C)CC1	?	11	3%	-2	-18%	7%
Cc1ccc(Nc2nc(-c3ccccc3)c(CC(=O)O)s2)cc1	?	82*	-2%	47*	67%[activator]	17%
O=C(CCCN1C(=O)c2ccccc2C1=O)NCC1CCCO1 (stereo unspecified)	-2%	-20	2%	-3	15%	6%
CNC(=O)Cn1c(C)cc(=O)c2cccc(OC)c21	55%	-6	4%	-1	33%[activator]	32%[activator]
Cc1ccc2c(C)c(C(=O)Nc3nnc(C)s3)oc2c1	nt	16	0%	-2	21%	3%
O=[N+]([O-])c1ccccc1OCCOc1ccccc1[N+](=O)[O-]	148%[activator]	50*	5%	18*	98%[activator]	?
Cc1cc(NC(=O)CCC(=O)N(CC(=O)NCC2CCCO2)c2ccc3c(c2)OCCO3)no1 (stereo unspecified)	-16%	-1	2%	-1	-31%	21%
CC(C)(C)NC(=O)NC(=O)COC(=O)Cc1c(F)cccc1Cl	48%[activator]	4	-4%	7	8%	15%
COc1ccc(Nc2nc(CN3CCOCC3)nc3sc4c(c23)CCC(C)C4)cc1OC (stereo unspecified)	-28%	-5	0%	-4	-1%	nt
CC(=O)NCCC(=O)NCc1ccc(F)cc1	19%	-6	4%	-2	nt	13%
Cc1ccc(S(=O)(=O)c2nc(S(C)(=O)=O)sc2N2CCCCC2C)cc1 (stereo unspecified)	?	-10	nt	2	?	5%
Cc1cc(OCC(=O)NCc2ccncc2)c2c3c(c(=O)oc2c1)CCCC3	?	-8	nt	0	-16%	?
Cc1ccc(N(C(C)C(=O)N2CCCC2)S(C)(=O)=O)cc1 (stereo unspecified)	-7%	25	-3%	3	-6%	13%
O=C1CC(N2CCN(c3ccc(F)cc3)CC2)C(=O)N1Cc1ccc(N2CCCC2=O)cc1 (stereo unspecified)	nt	-8	3%	-2	?	?
Cc1nc2nc(Cc3ccccc3)[nH]n2c(=O)c1Cl	nt	18	-1%	7	7%	-20%
COc1ccc(C(=O)CSc2nnc(Cn3nnc4ccccc43)n2C)cc1	-10%	-6	-13%	-6	nt	-21%
Cc1nn(C)cc1CN1CCCC(C(=O)c2ccc(-c3ccccc3)c(F)c2)C1 (stereo unspecified)	0%	-16	-1%	-2	15µM*	10µM*
CN(C(=O)CCCN1CCCC1=O)C1CCCN(Cc2ccccc2F)C1 (stereo unspecified)	?	-8	-2%	0	-5%	20%
CCC(NC(=O)CCc1c(C)c2cc3c(-c4ccccc4)coc3cc2oc1=O)C(=O)O (stereo unspecified)	3%	-4	25%	-5	11%	1%
O=C(O)c1cc(-c2ccc(Cl)cc2)n(-c2ccc(Cl)cc2)n1	6%	5	3%	3	i	-2%
